Assay outcomes from PubChem BioAssay.
PME-1 primary: PME-1 (human) inhibition; recombinant PME-1, FP-Rh probe fluorescence polarization; inhibition, % at 5.9 µM; hit rate 0.53% among 320,000; AID 2130;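 active = inhibition above the campaign mean of all compounds plus 3 SD, cut at about 26% in these data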;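 also: competitive labeling of PME-1 active site by serine hydrolase directed probe; 0% = PME-1 with DMSO and 100% = wells lacking PME-1 enzyme; inhibitors block probe labeling so polarization falls and inhibition rises; many of its hits are not listed in these tables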
LYPLA1 counter: counter-screen for PME1 inhibitors: inhibitors of human LYPLA1; recombinant LYPLA1, FP-Rh probe fluorescence polarization; inhibition, % at 5.9 µM; hit rate 0.16% among 320,000;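 active = inhibition above the mean of all tested compounds plus 3 SD, set per campaign, cut at about 14% in these data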;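 also: inhibitors block serine hydrolase probe labeling of LYPLA1 so polarization falls; 0% = enzyme with DMSO and 100% = wells lacking LYPLA1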
PAD4 FP inh: inhibitors of human PAD4; AID 485272; hit rate 0.41% among 330,000; inhibition, % at 6.36 µM; recombinant PAD4, RCA probe fluorescence polarization;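 active = percent inhibition above a cutoff equal to the mean of all tested compounds plus 3 SD, cut at about 15% in these data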;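 also: 0% = PAD4 with RCA probe and DMSO and 100% = probe without PAD4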
PAFAH1B2 FP inh: inhibitors of human PAFAH1B2. inhibition, % at 3.39 µM. P68402. hit rate 1.2% among 340,000. AID 492953. recombinant PAFAH1B2, FP-rhodamine activity probe, fluorescence polarization;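 active = inhibition above the mean of all tested compounds plus 3 SD, cut at about 24% in these data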;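 also: 0% = enzyme with DMSO and 100% = wells lacking PAFAH1B2; many of its hits are not listed in these tables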
Target sequence (P68402 whole entry, looked up): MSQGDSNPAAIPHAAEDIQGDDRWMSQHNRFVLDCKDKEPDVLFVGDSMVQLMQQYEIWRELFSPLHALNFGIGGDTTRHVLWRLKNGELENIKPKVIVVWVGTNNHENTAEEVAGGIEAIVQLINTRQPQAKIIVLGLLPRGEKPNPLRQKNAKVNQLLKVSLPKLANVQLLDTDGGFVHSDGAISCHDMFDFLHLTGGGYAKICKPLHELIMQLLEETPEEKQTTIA
PAFAH1B3 FP inh: PAFAH1B3 (human) inhibition. Q15102. recombinant PAFAH1B3, FP-rhodamine probe, fluorescence polarization. inhibition, % at 3.39 µM. hit rate 0.28% among 340,000;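 active = inhibition above the screen-wide average of all tested compounds plus 3 SD, cut at about 25% in these data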;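 also: 0% = enzyme with DMSO only and 100% = wells lacking PAFAH1B3 protein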
PAFAH2 inh: PAFAH2 (human) inhibition; Q99487; recombinant PAFAH2, FP-rhodamine activity probe, fluorescence polarization; inhibition, % at 3.39 µM; hit rate 0.99% among 340,000; AID 492956;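 active = inhibition above the mean over all tested compounds plus 3 SD, cut at about 30% in these data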;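 also: inhibitors block probe labeling of enzyme so polarization drops; 0% = enzyme with DMSO and 100% = wells lacking PAFAH2 protein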
GSTO1 counter: counter-screen for RBBP9 inhibitors: inhibitors of human GSTO1; P78417; recombinant GSTO1, activity-based probe fluorescence polarization; inhibition, % at 5.96 µM; hit rate 1.1% among 300,000; AID 1974;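 active = inhibition above the campaign mean inhibition plus 3 SD, cut at about 35% in these data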;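 also: 0% = GSTO1-1 with DMSO and 100% = wells lacking GSTO1-1 enzyme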
Target sequence (P78417 whole entry, looked up): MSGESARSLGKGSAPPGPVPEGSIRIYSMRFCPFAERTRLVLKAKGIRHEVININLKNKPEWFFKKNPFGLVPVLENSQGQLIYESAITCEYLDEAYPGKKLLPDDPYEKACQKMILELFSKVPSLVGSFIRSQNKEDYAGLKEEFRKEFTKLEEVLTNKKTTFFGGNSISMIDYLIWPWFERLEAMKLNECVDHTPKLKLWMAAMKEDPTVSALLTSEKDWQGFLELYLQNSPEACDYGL
Fam108B inh: blocks mouse Fam108B hydrolase in RBBP9 counter-screen | recombinant Fam108B, FP-Rh probe fluorescence polarization | inhibition, % at 9.51 µM | hit rate 0.33% among 300,000 | AID 1947;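 active = inhibition above the screen mean inhibition plus 3 SD, computed separately per campaign, cut at about 18% in these data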;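 also: inhibitors lower polarization as less probe binds the enzyme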
pPAFAH inh: pPAFAH (human) enzyme inhibition; hit rate 1.5% among 330,000; inhibition, % at 3.39 µM; recombinant pPAFAH, FP-rhodamine probe fluorescence polarization; Q13093;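 active = inhibition above the mean inhibition across the screen plus 3 SD, cut at about 25% in these data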;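 also: inhibitors block binding of the rhodamine activity-based probe so polarization drops; 0% = enzyme with DMSO and 100% = wells lacking pPAFAH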
Target sequence (Q13093 whole entry, looked up): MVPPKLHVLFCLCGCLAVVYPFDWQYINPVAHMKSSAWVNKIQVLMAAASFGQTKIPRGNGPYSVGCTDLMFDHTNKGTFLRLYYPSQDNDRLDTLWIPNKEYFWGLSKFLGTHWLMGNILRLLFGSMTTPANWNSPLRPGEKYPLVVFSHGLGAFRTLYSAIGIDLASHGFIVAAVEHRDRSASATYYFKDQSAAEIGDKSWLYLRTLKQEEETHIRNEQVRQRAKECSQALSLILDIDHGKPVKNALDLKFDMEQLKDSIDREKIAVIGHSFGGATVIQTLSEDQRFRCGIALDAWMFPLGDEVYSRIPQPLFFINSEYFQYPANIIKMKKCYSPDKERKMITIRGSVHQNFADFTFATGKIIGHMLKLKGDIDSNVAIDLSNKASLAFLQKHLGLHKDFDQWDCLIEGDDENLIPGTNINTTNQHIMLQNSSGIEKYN
Numbers without * were called inactive; · = no result given. This is a subset; rates above refer to the full screens.

SMILES	PME-1 primary	LYPLA1 counter	PAD4 FP inh	PAFAH1B2 FP inh	PAFAH1B3 FP inh	PAFAH2 inh	GSTO1 counter	Fam108B inh	pPAFAH inh
Cc1cc(C)cc(SCc2noc(C(=O)NC(C)C)c2C(=O)O)c1	-8	-5	-5	2	1	22	-19	4	-7
Cc1c(-c2ccc(Br)cc2)[n+](=O)c2c(n1[O-])CCCCC2	-3	2	5	·	·	·	11	2	3
CC1CCc2sc3ncnc(N4CCOCC4)c3c2C1 (centres undefined)	-2	-1	-1	-2	1	0	10	1	7
Cc1ccccc1NC(=S)N1CCCC(c2nc3ccccc3[nH]2)C1 (centres undefined)	0	2	-5	8	1	0	0	4	8
CCCCn1c(SCC(=O)Nc2cc(C)on2)nc2ccsc2c1=O	3	-3	-6	4	3	-2	6	-4	-1
CC(C)N(c1nnc(N)s1)C(C)C	-7	0	1	3	-2	-8	-2	6	3
Cc1ccc(S(=O)(=O)NC(=O)Nc2cc(C)ccc2F)cc1	-7	-2	-2	-4	3	6	1	-3	-7
Cc1cc(NC(=O)c2ccccc2Cl)c(C(C)C)cc1O	6	1	-2	3	-7	1	-3	-1	7
COc1ccc(C(=O)/C=C2/c3ccccc3CC(C)(C)N2C)cc1OC	-3	-2	1	1	5	-5	-4	-1	2
COCCCNC(=O)c1ccc(CS(=O)(=O)c2ccc(Br)cc2)o1	9	6	0	-4	29*	10	3	0	-4
CC1CC(=O)Nc2ccccc2N1C(=O)Nc1ccc(F)cc1 (centres undefined)	-4	-2	0	-4	9	-7	-4	-1	-3
COc1ccccc1N1CCN(C(=O)/C=C/c2c(Cl)nc3ccccn23)CC1	6	-4	7	-4	0	9	6	11	-2
O=C1CCCC(=O)N1c1ccc(F)cc1	-7	-2	-3	4	1	0	0	1	7
Cc1ccc2cc(/C=N/NC(=O)CN3CCOCC3)c(Cl)nc2c1	2	0	3	4	4	9	5	-3	2
O=C(/C=C/c1ccc2c(c1)OCO2)Nc1nc2ccc(F)cc2s1	-6	1	0	-12	-12	-48	-6	-7	-1
O=P(O)(O)c1ccccc1OCCOCCOCCOCCOc1ccccc1P(=O)(O)O	2	-4	3	2	2	-4	18	2	-2
Cc1cccc(N2CCN(C(=O)c3ccncc3)CC2C)c1 (centres undefined)	0	0	0	2	6	6	-3	1	-1
CN1CCC(=O)N([C@H](CC#N)c2ccccc2)CC1	-1	3	-3	6	1	8	0	-1	-7
Cc1ccc(N(C(=O)CNC(=O)c2ccco2)C(C(=O)NCC2CCCO2)c2ccccc2)cc1 (centres undefined)	2	-1	-2	1	7	-5	6	-1	2
CCCn1c(O)c(CN2CCCC(C)C2)c(C)c(C#N)c1=O (centres undefined)	5	-1	6	0	4	4	12	2	2
O=C(CN1CCN(C(=O)c2ccccc2)CC1)Nc1ccc(Cl)cc1F	-3	1	-2	3	11	-8	6	-2	6
COc1ccccc1C(=O)NNC(=O)C(=O)NC(C)C	-1	-2	-3	1	12	-13	12	2	2
CN(C)CCCCNCCCNC(=O)/C=N\O	-2	1	-2	0	4	5	0	-1	-3
CC(=O)NC(CC(=O)Nc1nccs1)c1ccccc1 (centres undefined)	-3	4	-1	10	4	0	-2	2	3
O=C(O)C(F)(F)C(NCc1ccccc1)c1ccccc1 (centres undefined)	-4	3	3	12	4	7	1	-3	-4
O=C(CCNS(=O)(=O)c1cccs1)Nc1ccccc1F	-6	1	-7	5	10	-7	8	-6	-10
Cc1cc(C)n2c(Br)c(CN3CCCC(C)C3)nc2n1 (centres undefined)	-4	-5	-3	3	5	9	4	4	0
O=C1CCc2cc(S(=O)(=O)N3CCN(c4ccccc4)CC3)cc3c2N1CCC3	2	-1	-3	1	8	6	8	-2	-1
COCCCNC(=O)c1ccc2c(c1)OCO2	3	4	0	6	1	2	-4	2	4
CCOc1ccccc1NC(=O)COC(=O)CNS(=O)(=O)c1ccc(C)cc1	10	0	-4	6	5	-2	-4	3	14

Structural class: the entries above with an aryl thioether with sulfur outside any ring (2)
SMILES	PME-1 primary	LYPLA1 counter	PAD4 FP inh	PAFAH1B2 FP inh	PAFAH1B3 FP inh	PAFAH2 inh	GSTO1 counter	Fam108B inh	pPAFAH inh
Cc1cc(C)cc(SCc2noc(C(=O)NC(C)C)c2C(=O)O)c1	-8	-5	-5	2	1	22	-19	4	-7
CCCCn1c(SCC(=O)Nc2cc(C)on2)nc2ccsc2c1=O	3	-3	-6	4	3	-2	6	-4	-1

The list goes on.
SMILES	PME-1 primary	LYPLA1 counter	PAD4 FP inh	PAFAH1B2 FP inh	PAFAH1B3 FP inh	PAFAH2 inh	GSTO1 counter	Fam108B inh	pPAFAH inh
Cc1cccc(N(Cc2cc3ccccc3[nH]c2=O)C(=O)c2ccco2)c1C	-1	10	-3	-2	2	-1	4	1	3
Cc1ccc(S(=O)(=O)Nc2cccc(C(=O)NCC(c3ccco3)N(C)C)c2)cc1F (centres undefined)	-2	-2	-1	0	4	2	8	0	3
COc1cccc(S(=O)(=O)Nc2ccc(C(=O)N3CCCCCC3)cc2)c1	2	-1	1	7	6	6	8	0	3
CC(C#N)On1c(SC(C)C#N)nc2ccccc2c1=O (centres undefined)	-7	-1	1	-1	10	-4	6	2	0
CCCn1c(CN2CCN(C)CC2)nc2ccccc21	10	-1	-2	-1	10	-3	-2	-3	4
O=C(Nc1nc2c(F)cc(F)cc2s1)C1COc2ccccc2O1 (centres undefined)	-10	-5	-13	1	3	8	-5	-3	9
CCOC(=O)C1=C(CSc2nc3c(cc2C#N)CCC3)OC(N)=C(C#N)C1c1ccccc1 (centres undefined)	-8	-3	-14	4	3	4	2	0	6
CCOc1cc(NC(=S)NCCCN2CCOCC2)c(OCC)cc1NC(=O)c1ccc(C)cc1	2	2	2	1	15	6	-2	0	4
CSc1nc(-c2ccco2)nn1C(=O)c1ccccc1	3	3	2	4	8	-7	10	-4	4
COCC(C)n1c(C)cc(C(=O)CSc2nc(C)c(C)c(C)n2)c1C (centres undefined)	3	0	2	3	4	10	7	-5	1
Nc1ccc(S(=O)(=O)Nc2ccc(Cl)nn2)cc1	3	5	-4	-3	0	-4	-5	7	-2
O=C(NC1CCCC1)C(c1cccnc1)N(C(=O)c1ccco1)c1cccc(F)c1 (centres undefined)	-1	1	1	0	-3	4	8	-3	5
Cc1ccc(-c2ccc(=O)n(CC(=O)NCCN3C(C)CCCC3C)n2)cc1 (centres undefined)	1	3	0	4	2	2	6	-3	3
CNc1nnc(-c2cc3ccccc3oc2=O)s1	-1	3	-6	-2	12	2	6	-2	2
CN1CCN(c2ccc(NC(=O)c3ccc4c(c3)OCO4)cc2)CC1	-2	-1	0	3	4	6	-3	3	0
CCC(CC)NC(=O)COC(=O)c1ccc(OCc2ccc(C(C)=O)cc2OC)c(OC)c1	-8	1	1	-3	4	77*	0	-6	27*
Cc1cc(C)cc(NC(=O)COC(=O)[C@@H](NC(=O)c2ccco2)C(C)C)c1	-3	0	-1	-3	6	-5	1	2	2
Clc1ccccc1-c1ncc2ccccn12	-6	3	-3	1	-3	-5	-4	-1	4
CCOC(=O)c1sc(=S)n(C)c1NC(=O)c1ccc(C(C)(C)C)cc1	-3	-2	0	12	-4	3	8	2	5
NC(=O)CC1C(=O)N(c2ccc(F)cc2)C(=O)N1NC(=O)CCc1ccccc1 (centres undefined)	1	1	2	2	9	8	1	3	4
CSc1cc(C)n(-c2ccc(Cl)cc2)c(=S)c1C(C)=O	-1	3	-6	0	5	1	-5	0	7
COc1ccccc1C(=O)NNC(=O)Cc1ccccc1	3	4	-1	4	-3	0	-3	1	11
CC(C)(C)OC(=O)C[C@H]1C/C=C\C[C@@H](CC(=O)N[C@@H](CO)Cc2ccccc2)C(=O)NCCOC1=O	·	·	2	3	0	-2	·	·	6
Cc1cc(S(=O)(=O)NC2CCN(Cc3ccccc3)CC2)c(C)cc1Cl	-4	1	-1	4	7	-1	-3	-1	-3
C=CCn1c(SCc2ccc(C#N)cc2)nnc1-c1cccc(OC)c1	-1	5	0	7	9	6	-4	-1	0
O=C(CCNS(=O)(=O)c1ccccc1)NNC(=O)COc1ccc(Cl)cc1	4	-2	1	0	8	-8	·	·	5
O=C(CSc1ccc2nnc(-c3ccncc3)n2n1)NCC1CCCO1 (centres undefined)	-5	0	-5	9	-1	3	-3	1	-4
O=C(O)c1cccc(Nc2nc(-c3ccccc3)nc3ccccc23)c1	-6	-1	3	2	6	2	-24	-5	0
CCOC(=O)/C(C#N)=C/c1ccc(N2CCN(Cc3ccccc3)CC2)cc1	-14	0	-3	-8	3	-15	0	-12	2
COc1cc(C(=O)Oc2cccc(C(=S)N3CCOCC3)c2)cc(OC)c1OC	6	3	7	4	-6	2	8	2	-1
CC(Sc1nc(-c2ccccc2)cc(C(F)(F)F)n1)C(=O)N1CCCC1 (centres undefined)	-5	0	0	9	0	9	9	-1	1
CN1C(=O)CC(c2ccccc2)C1=O (centres undefined)	-8	1	-2	-1	7	-7	8	5	-5
Brc1ccc(-c2c(-c3ccsc3)sc3ccccc23)cn1	-4	-2	0	1	2	-7	·	·	8
COc1ccc(NC(=O)C2C3C=CC(O3)C2C(=O)O)cc1 (centres undefined)	2	-2	1	4	12	0	-4	1	2
COc1ccc(C(=O)N(CC2CCCO2)C(C(=O)NCCC(C)C)c2ccc(C)cc2)cc1OC (centres undefined)	4	0	-2	8	5	-3	-4	5	-2
CCC(NC(=O)c1ccccc1NC(=O)c1ccccc1)C(=O)NNC(=O)CSc1nc2ccccc2o1 (centres undefined)	-8	-3	0	1	-2	-4	4	-6	1
COc1ccc(C(O)c2nccn2Cc2ccccc2)cc1OC (centres undefined)	-1	5	-1	2	13	-2	2	-2	5
C#CCN1C=C(C(=O)OCC)C(C)N(Cc2ccccc2I)S1(=O)=O (centres undefined)	·	·	-3	3	4	2	·	·	11
CCc1ccc(CCC(=O)Nc2ncc(Cc3ccccc3Cl)s2)o1	1	-6	4	4	5	0	-3	-3	0
CCc1nnc(NC(=O)CCCSc2nc3ccccc3[nH]2)s1	0	2	1	2	1	1	9	0	4
CC(=O)c1cccc(CN2CCC(n3nccc3NC(=O)CCCc3ccccc3)CC2)c1	4	0	-1	2	5	0	4	0	3
Cc1ccc2oc(-c3cccc(NC(=O)c4ccccn4)c3)nc2c1	4	-2	0	-3	-3	0	1	-10	-4
CCc1ccc(/C=N\NC(=O)c2ccc(Br)o2)s1	-9	-3	-6	-4	5	-6	1	0	6
COCCN(CC(=O)NCC1CCCO1)C(=O)CCC(=O)Nc1cc(C)on1 (centres undefined)	-2	7	4	0	7	-1	-2	2	3
CN(CC(=O)Nc1ccccc1Cl)C(=O)COC(=O)c1ccccc1[N+](=O)[O-]	2	-1	2	-3	4	5	6	-3	1
CC1=C(C#N)C(c2ccc(O)cc2)C2=C(CC(C)(C)CC2=O)N1 (centres undefined)	2	-2	5	-1	8	-5	2	1	4
O=C1COc2ccc(C(=O)COc3ccc(Cl)cc3Br)cc2N1	-6	-10	-15	-5	2	-7	-15	-8	6
Cc1cc(=O)n(C)c(=O)n1CCCCCN1CCCC1	-2	4	0	3	1	-5	-2	-1	1
CCCOCC1CC(CCc2nc(=S)[nH][nH]2)C(=O)O1 (centres undefined)	-1	1	-1	4	6	-4	2	-3	2
Cc1ccc(SCC(=O)Nc2cc([N+](=O)[O-])ccc2O)cc1	6	-2	1	82*	9	49*	-46	6	6
O=C(O)Cc1sc(NCc2ccco2)nc1-c1ccccc1	1	1	-8	8	5	9	0	5	-1
